Assay outcomes as filed in PubChem.
mHTT-CaM PPI inh – mutant huntingtin-calmodulin interaction inhibitors – biochemical, AlphaScreen, primary screen; actives 3.6% (n = 190,000); inhibition, % at 15 µM; AlphaScreen His-mHTT/GST-CaM binding, luminescence; P42858;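 note: 0% = both proteins with DMSO and 100% = one protein alone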
Pf apPOL inh – Pf-apPOL inhibitors, biochemical, fluorescence; inhibition, % at 10 µM; Plasmodium falciparum apicoplast DNA polymerase (apPOL); AID 1794808, 2022; Recombinant Pf-apPOL, molecular beacon fluorescence, 1.5 h; actives 0.25% (n = 210,000)
The depositor's hits bear a star; . = not tested or not shown; & = joins results of further samples. Cut-off read from the data, not from the text of the source: active = inhibition above about 50%; inactive = the rest. Rows are unselected. About 3.5% of those tested had a hit in this group.

SMILES	mHTT-CaM PPI inh	Pf apPOL inh
COc1ccccc1-c1nc(C(=O)N(C)C(C)C)cs1	-1.8	-6.8
O=C1CC(N2CCCc3ccccc32)C(=O)N1c1ccccc1 (stereo not given)	-1.8	-3.7
Cc1ccc(N2CCC(NC(=O)c3ccc(C(F)(F)F)cc3)C2=O)cc1 (stereo not given)	-3.2	0.1
CC(=O)c1ccc(NS(=O)(=O)c2cccc(C(=O)Nc3ccccc3C(=O)O)c2)cc1	9.4	3.3
Cc1ccc(-c2cccc([C@H]3[C@@H]4C=CC[C@@H](C)[C@@H]4C(=O)N3Cc3ccccc3)c2)cc1	-6.3	-6.2
Cc1cc(C)n(CC(O)COc2ccc(C(=O)c3ccc(Cl)cc3)cc2)n1 (stereo not given)	38.0	-22.6
Cc1ccc(NC(=O)c2cc3n(n2)C(C(F)(F)F)CC(c2ccco2)N3)c(C)c1 (stereo not given)	-7.8	-4.6
Cc1c(NC(=O)c2cc(-c3ccc(Cl)s3)nc3ccccc23)c(=O)n(-c2ccccc2)n1C	3.0	-15.3
O=c1cc(CN2CCCCC2)nc(N2CCN(Cc3ccccc3Cl)CC2)[nH]1	7.3	-1.2
COc1ccc(CCNC(=O)c2c(-c3c(F)cccc3Cl)noc2C)cc1OC	6.0	2.0
CC1CN(Cc2c(O)ccc3c(=O)c(-c4ccccc4)coc23)CC(C)O1 (stereo not given)	-0.4	-10.5
c1ccc2c(c1)COC(CN1CCN(CC3OCc4ccccc4CO3)CC1)OC2	8.0	-5.9
O=C(NCCC1=CCCCC1)C(=O)NCC(c1ccco1)N1CCc2ccccc2C1 (stereo not given)	4.7	-11.4
CCCC1c2cccn2CCN1C(=O)Nc1cccc(Cl)c1C (stereo not given)	-0.1	-9.2
CCC(C)Nc1ncnc2sccc12 (stereo not given)	.	-2.5
CCc1ccccc1NC(=O)COc1ccc(Br)cc1	-17.6	-5.5
Cc1cc(C)nc(N=C(N)Nc2ccc(F)cc2F)n1	3.0	-2.1
COCCCNC(=S)NN=Cc1cccn1-c1ccc(C(F)(F)F)cc1	.	7.4&-13.4
Cc1ccc(S(=O)(=O)n2c([N+](=O)[O-])cnc2C)cc1C	-12.0	-1.5
O=C(Nc1nnc(-c2ccc(F)cc2)o1)c1ccc(S(=O)(=O)N2CCOCC2)cc1	5.0	-51.8
COCC(C)NC(=O)Cc1ccc(F)cc1 (stereo not given)	-4.2	-6.7
O=C(NCc1cccnc1)c1cc2sccc2n1CC1CC1	43.5	-3.7
O=C1NN(c2cccc(Br)c2)C(=O)/C1=C/c1ccc(O)cc1	26.0	1.3
CC1(C(=O)NCc2ccc(F)cc2)CCCN(C(=O)NCc2ccccc2)C1 (stereo not given)	3.1	-8.8
CC1=C(C(=O)Nc2ccc(C)cn2)C(c2ccccc2C)C2=C(CC(C)(C)CC2=O)N1 (stereo not given)	3.0	-6.3
CCOc1ccc(/C=C/C(=O)Nc2nc3ccccc3s2)cc1	27.0	-0.9
COc1ccc(C(=O)NCCc2cccc(Cl)c2)cc1	-6.9	-2.3
CCC(C(=O)NCCc1ccc(OC)c(OC)c1)c1ccccc1 (stereo not given)	-9.3	-5.8
COC(=O)c1ccc2nc(NC(=O)c3nc4ccccc4s3)sc2c1	-4.1	-0.4
Cc1ccc(S(=O)(=O)N=C(CN2CCCC2)N2CCCC2)cc1	0.0	1.0
Cc1ccc(C(=O)CNC(=O)c2ccc(C)cc2)cc1	-5.7	-3.9
COc1cc(CSc2nnc(C34CC5CC(CC(C5)C3)C4)o2)cc(OC)c1OC	-7.6	.
Cc1nn(C)cc1CN(C)C(=O)c1cc2c(s1)CN(C1CCCC1)C2	-7.7	-6.2
O=S1(=O)CC(N2CCCCC2)CN1CCc1ccccc1 (stereo not given)	-6.5	-8.9
Cc1ccc(CNC(=O)NCCC2CCN(S(=O)(=O)c3ccc(C)cc3)CC2)cc1	35.5	7.5
COc1ccc(-n2c(CN3CCN(C(=O)NCCC(C)C)CC3)nc3cccnc32)cc1	5.9	-4.8
COc1ccc(Br)cc1/C=C(\C#N)c1nn(-c2ccccc2)c(N)c1C#N	43.6	-10.4
Cc1ccc(-c2cc(C(=O)NCc3ccccn3)c3ccccc3n2)s1	17.3	5.3
CCC1=NN(S(=O)(=O)c2ccc(C)cc2)C(O)(C(F)(F)F)C1 (stereo not given)	-7.0	5.8
CCc1cc2c(ncn3cnnc23)s1	0.9	-8.2
O=C(Nc1cccc2c1C(=O)c1ccccc1C2=O)c1ccccc1Cl	2.0	0.2
CCOC(=O)CC[C@@H]1CC[C@]2(CCCN(C(=O)C3CCCCC3)C2)O1	-12.7	-6.3
COc1ccc(NC(=O)c2ccc(-c3ncccc3NC(C)=O)cc2)cc1	2.8	9.4
N#CC(=Cc1ccc(-c2ccc(C(F)(F)F)cc2[N+](=O)[O-])o1)S(=O)(=O)c1ccccc1	.	2.7
Cc1ccc(C2NC(c3ccc(C)cc3)C(C)C(=NO)C2C)cc1 (stereo not given)	42.0	-3.0
COc1ccccc1CCC(=O)N1CCN(C2=NC=CN3CC(C)N=C23)CC1 (stereo not given)	14.9	-3.6
O=C(NC1CC1)C1CCN(c2nc3ccc(-c4ccccc4)nc3s2)CC1	0.8	2.0
NS(=O)(=O)c1ccc(CCNC(=O)Cc2cc(-c3cc4ccccc4o3)on2)cc1	20.5	1.1
O=C(NCc1cccs1)N1CCC(Oc2nc3c(F)cccc3s2)CC1	-5.7	-109.9
CCN1C(=O)C(C)(C(=O)Nc2ccccc2OC)Oc2cccnc21 (stereo not given)	-6.6	-3.9
CCc1cc(C(=O)Nc2ccc(C)c(C)c2)nc2ccnn12	-30.6	1.7
COc1cccc(CNC(=O)c2cc3n(n2)CCCN(Cc2ccc(C)cc2)C3=O)c1	3.0	-3.0
COc1ccc(CN2CCN(Cc3ccc4c(c3)OCO4)CC2)c(OC)c1OC	1.9	-4.2
O=S(=O)(c1ccc2c(c1)Cc1ccccc1-2)N1CCOCC1	-5.3	.
CCCOc1ccc(C(=O)Nc2ccc(N(C)C)cc2)cc1	2.1	-6.7
Cc1c(-c2ccccc2)c(=O)oc2cc(OCC(=O)OC(C)C)ccc12	-11.2	-5.5
COc1ccccc1CNC(=O)CSCc1ccccc1Cl	-7.3	-3.7
Cc1ccc(-c2nc(-c3cccc(-c4ccnn4C)c3)no2)cc1	-13.3	-3.0
CCCC1CCc2c(sc(NC(=O)c3ccc(Cl)cc3[N+](=O)[O-])c2C(N)=O)C1 (stereo not given)	15.8	-6.1
CCOC(=O)Cc1ccc(NC(=O)N2CCn3c(C)ccc3C2C(C)C)cc1 (stereo not given)	24.8	1.5

(more compounds)
SMILES	mHTT-CaM PPI inh	Pf apPOL inh
CC(C)NC(=O)C1CCN(c2cc(N3CCCCC3)ncn2)CC1	-5.4	0.4
COc1ccc(C(=O)N2CCN(Cc3ccccn3)CC2)cc1	2.0	1.1
Cc1ccc(-n2nc3c(c2NC(=O)c2ccc(S(=O)(=O)N4CCCC4)cc2)CSC3)cc1	31.0	3.9
O=C(NC1CCCCC1)N1CCC(CCNS(=O)(=O)c2ccc(Cl)cc2)CC1	1.7	2.3
Cc1ccc(-c2csc(Cc3nc(-c4ccccc4)no3)n2)cc1	-24.8	-3.2
CCCNC(=O)N1CCCC1c1ccc(F)cc1 (stereo not given)	-1.2	-2.7
COCc1cc(C)nc2sc(C(=O)Nc3cccc(C)c3)c(N)c12	-15.0	-4.8
COc1ccc(C(=O)Nc2ccccc2C(=O)Nc2ccccc2C(=O)O)cc1	84.2*	-6.7
Cc1cccc(-c2nc3n(n2)C(c2ccccc2)C2=C(CCCC2=O)N3)c1 (stereo not given)	-11.8	0.9
COC(=O)c1c(C)oc(C)c1S(=O)(=O)N1CCC(O)(c2ccc(Cl)cc2)CC1	.	-5.3
O=S(=O)(c1ccc(Cl)s1)N1CCCC1	-4.0	13.3
CCCC(=Nc1ccccc1)C1=C(O)CC(CC(C)SCC)CC1=O (stereo not given)	-4.0	-2.3
O=C(c1ccc2c(c1)nnn2Cc1ccccc1)N1CCCCC1	-3.4	-7.6
CCCN1C(=O)Cc2ccccc2C1C(=O)NCCC(C)C (stereo not given)	8.0	2.5
CCCNC(=O)c1ccc2c(c1)N(C)C(=O)CS2	-1.9	-1.8
CCCC12CN3CC(CCC)(CN(C1)C3c1ccc(Br)cc1)C2=O (stereo not given)	-19.0	3.7
CCOC(=O)C1C(=O)C=C(c2ccc(C)cc2)CC1c1cc(OC)ccc1OC (stereo not given)	25.8	-3.9
COc1cc(/C=C2\C(=O)NN(c3ccc(F)cc3)C2=O)cc([N+](=O)[O-])c1O	6.0	-3.4
Cn1cccc(C(=O)Nc2ccc(N3CCCS3(=O)=O)cc2)c1=O	-10.2	-2.7
O=S(=O)(NC1Cc2ccccc2C1)c1cccc2nonc12	.	-8.7
Cc1ccc(C(=O)Nc2nc(-c3ccc([N+](=O)[O-])cc3)cs2)o1	10.4	2.1
CC(=O)NS(=O)(=O)c1ccc(NC(=O)c2cccc(C)c2)cc1	1.2	-2.1
NC(=O)c1c(NC(=O)Cc2ccc([N+](=O)[O-])cc2)sc2c1CCCCCC2	18.2	13.0
COc1ccc(-c2cc(C(F)(F)F)n3nc(C(=O)N4CCC(C)CC4)cc3n2)cc1	-10.0	-5.6
O=C(Nc1cccc(C(F)(F)F)c1)c1oc(=O)c2ccccc2c1-c1ccccc1	-13.0	-4.5
Cc1ccc(S(=O)(=O)CCC(=O)Nc2cc(C)ccn2)cc1	-2.0	1.5
NC(=Nc1nc2ccccc2o1)NC(=O)Cc1ccccc1	25.5	9.3
CCOC(=O)c1c[nH]c2ccccc2c1=O	-0.2&-5.1	-6.2&-1.6
COc1ccccc1OCC(=O)Nc1cccc([N+](=O)[O-])c1C	-1.8	-4.6
COCCC(=O)N1CCc2nc(-c3ccc(F)cc3)ncc2C1	-8.5	0.4
COc1ccc(NC(=O)N2CC3CC2CC3NS(=O)(=O)c2ccccc2)cc1Cl (stereo not given)	1.6	-1.6
CCOc1ccc2nc(NC(=O)c3ccccc3[N+](=O)[O-])sc2c1	20.1	-0.6
COc1ccc(NC(=O)CN2CCC3(CC2)N=C(c2ccc(C)cc2)C(=O)N3)cc1OC	39.2	-1.7
O=C1NC(=O)/C(=C/c2ccc3nccnc3c2)S1	.	-3.4
Cn1ccnc1N1CCN(C(=O)Cc2ccc(F)cc2)CC1	1.8	-7.8
CCOC(=O)C1CCN(CCOc2ccc3c(c2)OC(=Cc2ccc(OC)cc2)C3=O)CC1	9.3	-0.2
CCOc1cc2c(cc1OCC)C(c1ccc(Br)cc1)OC(=O)C2 (stereo not given)	4.0	3.8
N=c1c(C(=O)NCc2ccco2)cc2c(=O)n3ccccc3nc2n1C1CCCC1	9.0	6.7
CCCN=Cc1c(CCC)[nH]n(-c2ccc(F)cc2)c1=O	1.0	21.6
CC1(C(=O)NCc2cccc(F)c2)CCCN(S(=O)(=O)c2ccccc2F)C1 (stereo not given)	-15.6	-0.1
CCCn1c(=O)cc(C)c2ccc(OCC(=O)N3CCOCC3)cc21	-1.9	-3.2
COc1cc(Cl)ccc1NC(=O)Cn1nc([N+](=O)[O-])c(Br)c1C	-7.0&-1.7	4.1&-7.3
COc1cc2c(=O)c(-c3ccc(Br)cc3)coc2cc1O	2.2	-23.3
COc1cccc2cc(C(N)=O)c(=Nc3sc4c(c3C(N)=O)CCCC4)oc12	-1.0	-2.1
COc1ccc(C2CC(=O)Nc3c2c(C)nn3-c2nc3ccccc3s2)cc1 (stereo not given)	-0.4	-1.3
Cc1ccc(C(C)C)c2c1C(c1ccc3c(c1)OCO3)CC(=O)O2 (stereo not given)	2.4	-4.8
CC1=NN(C(=O)c2sc3cccc(Cl)c3c2Cl)C(O)(C(F)(F)F)C1 (stereo not given)	1.0	2.3
Cc1cc2nc(-c3cccs3)cc(C(=O)N(C)Cc3ccccc3)c2cc1C	-17.9	-6.6
C=CCNC(=O)c1ccc(N(Cc2ccc(C)cc2)S(C)(=O)=O)cc1	0.9	-0.8
CC(=O)N(CN1C(=O)c2ccc(Br)cc2C1=O)c1ccc(Cl)cc1	-3.0	5.2
CCCCC(NC(C)=O)c1nc2ccccc2n1Cc1ccccc1F (stereo not given)	11.0	6.5

Of the compounds above, 14 have a thiophene ring, fused or not:
SMILES	mHTT-CaM PPI inh	Pf apPOL inh
Cc1c(NC(=O)c2cc(-c3ccc(Cl)s3)nc3ccccc23)c(=O)n(-c2ccccc2)n1C	3.0	-15.3
CCC(C)Nc1ncnc2sccc12 (stereo not given)	.	-2.5
O=C(NCc1cccnc1)c1cc2sccc2n1CC1CC1	43.5	-3.7
Cc1nn(C)cc1CN(C)C(=O)c1cc2c(s1)CN(C1CCCC1)C2	-7.7	-6.2
Cc1ccc(-c2cc(C(=O)NCc3ccccn3)c3ccccc3n2)s1	17.3	5.3
CCc1cc2c(ncn3cnnc23)s1	0.9	-8.2
O=C(NCc1cccs1)N1CCC(Oc2nc3c(F)cccc3s2)CC1	-5.7	-109.9
CCCC1CCc2c(sc(NC(=O)c3ccc(Cl)cc3[N+](=O)[O-])c2C(N)=O)C1 (stereo not given)	15.8	-6.1
COCc1cc(C)nc2sc(C(=O)Nc3cccc(C)c3)c(N)c12	-15.0	-4.8
O=S(=O)(c1ccc(Cl)s1)N1CCCC1	-4.0	13.3
NC(=O)c1c(NC(=O)Cc2ccc([N+](=O)[O-])cc2)sc2c1CCCCCC2	18.2	13.0
COc1cccc2cc(C(N)=O)c(=Nc3sc4c(c3C(N)=O)CCCC4)oc12	-1.0	-2.1
CC1=NN(C(=O)c2sc3cccc(Cl)c3c2Cl)C(O)(C(F)(F)F)C1 (stereo not given)	1.0	2.3
Cc1cc2nc(-c3cccs3)cc(C(=O)N(C)Cc3ccccc3)c2cc1C	-17.9	-6.6
